bIAP act: intestinal alkaline phosphatase (bovine) activation; purified bovine IAP, CDP-star luminescence, 30 min; active compounds read high; fold of DMSO-control signal, blank-subtracted; activation factor at 20 µM; hit rate 0.17% among 200,000; AID 1016;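 active means activation factor of 2 or more at 20 µM, a signal rise over negative controls twice the positive control's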
Lmaj promast: inhibitors of Leishmania major promastigote growth. Leishmania major promastigotes, resazurin fluorescence viability. inhibition, % at 10 µM. hit rate 9% among 200,000. AID 1063; in the data active means inhibition above about 50%;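 further: promastigotes grown with compound for 44 hours at 28 °C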
Diaphorase inh: inhibits diaphorase or chemically oxidizes, flagging diaphorase assay artifacts; diaphorase resazurin-to-resorufin fluorescence, NADH, 16 min; bacterial (C. kluyveri) enzyme, not human; inhibition, % at 20 µM; hit rate 0.69% among 190,000; AID 1217;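 active means primary screen inhibition at 20 µM above a set limit, cut at about 50% in these data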;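 further: plate controls were DMSO with full reaction for no effect and wells lacking NADH for full effect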
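Assay system: diaphorase enzyme from Clostridium kluyveri. Quantity: enzyme working solution with 0.14 U/mL diaphorase. Schedule: reaction incubation of 16 min at room temperature. Technique: resorufin fluorescence, excitation 544 nm, emission 590 nm. Controls: No-NADH positive control and DMSO neutral control.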
bIAP inhibitor: blocks bovine intestinal alkaline phosphatase activity; purified bovine IAP, CDP-star luminescence, 30 min; inhibition, % at 20 µM; 190,000 tested, under 10 active;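 active means over 50% inhibition of intestinal alkaline phosphatase at 20 µM in the single-dose screen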
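test system = bovine IAP enzyme | medium = DEA buffer 100 mM, pH 9.8, with MgCl2 1.0 mM, ZnCl2 0.02 mM | detection = luminescence | dosing = single compound dose of 20 µM, 2% DMSO final | incubation = 30 min reaction at room temperature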
PMI act hi M6P: PMI (human) activation, high substrate. P34949. hit rate 0.34% among 190,000. coupled PMI enzyme assay, resazurin fluorescence, 20 min; active compounds read high; 1 = untreated enzyme, 0 = substrate-free blank. activation factor at 20 µM;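 active means activation factor of 2 or more at 20 µM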
Target sequence (P34949 whole entry, looked up): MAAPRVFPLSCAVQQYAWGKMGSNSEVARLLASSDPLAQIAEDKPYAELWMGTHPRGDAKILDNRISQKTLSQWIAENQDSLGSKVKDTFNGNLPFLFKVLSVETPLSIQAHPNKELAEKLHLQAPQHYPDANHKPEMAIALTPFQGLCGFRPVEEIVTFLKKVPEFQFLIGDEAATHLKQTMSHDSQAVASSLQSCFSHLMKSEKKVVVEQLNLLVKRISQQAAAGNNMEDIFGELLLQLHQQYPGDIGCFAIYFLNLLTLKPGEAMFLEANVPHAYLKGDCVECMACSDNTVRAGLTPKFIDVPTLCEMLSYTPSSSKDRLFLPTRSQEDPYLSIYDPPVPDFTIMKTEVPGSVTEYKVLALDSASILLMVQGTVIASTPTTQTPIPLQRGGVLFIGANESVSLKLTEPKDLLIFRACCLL
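test system = human PMI in coupled enzyme assay | medium = HEPES-buffered pH 7.4 with magnesium and detergent | also added = 1.0 mM mannose-6-phosphate substrate with 0.22 mM NADP+ | compound = 20 µM single dose | times = 20 min incubation at room temperature | measured by = resorufin fluorescence (Ex 544/Em 590 nm) from resazurin via diaphorase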
TNAP inh noacc: blocks human TNAP activity with no phosphate acceptor present; AID 1012; purified TNAP, CDP-star luminescence, 30 min; inhibition, % at 20 µM; P05186; hit rate 0.26% among 200,000;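 active means tissue-nonspecific alkaline phosphatase inhibition above about 50% at 20 µM in the single-dose screen, limit read from the data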;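 further: 0% = DMSO negative control and 100% = EDTA positive control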
Target sequence (P05186 whole entry, looked up): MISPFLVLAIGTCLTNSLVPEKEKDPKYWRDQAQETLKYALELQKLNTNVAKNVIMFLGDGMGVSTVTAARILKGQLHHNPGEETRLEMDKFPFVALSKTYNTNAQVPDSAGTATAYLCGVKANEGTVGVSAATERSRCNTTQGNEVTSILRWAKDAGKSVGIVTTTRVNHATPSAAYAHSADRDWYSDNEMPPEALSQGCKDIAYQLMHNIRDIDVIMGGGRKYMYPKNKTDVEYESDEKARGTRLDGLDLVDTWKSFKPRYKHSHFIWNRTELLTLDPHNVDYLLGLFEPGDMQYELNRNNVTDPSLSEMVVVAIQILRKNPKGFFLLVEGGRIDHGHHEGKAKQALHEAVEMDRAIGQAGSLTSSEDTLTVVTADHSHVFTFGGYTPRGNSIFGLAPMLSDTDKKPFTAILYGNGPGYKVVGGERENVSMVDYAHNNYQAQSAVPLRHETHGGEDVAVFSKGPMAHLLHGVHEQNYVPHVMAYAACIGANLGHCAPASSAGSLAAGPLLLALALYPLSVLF
PMI act: phosphomannose isomerase (human) activation. hit rate 0.005% among 190,000. purified human PMI, coupled resazurin fluorescence, 20 min; active compounds read high; 1 = vehicle control, 0 substrate-free wells. AID 1214. activation factor at 20 µM. P34949;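 active means activation factor of 2 or more at 20 µM, relative to plate controls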
Diaph act CS: diaphorase activation or chemical reduction counter-screen; Diaphorase/resazurin coupled assay, resorufin fluorescence, 16 min; active compounds read high; 1 = vehicle wells, 0 = NADH-free wells; activation factor at 20 µM; hit rate 0.005% among 190,000; AID 1229;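 active means diaphorase activity raised at least twofold by the compound at 20 µM; inactive means activation factor below 2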
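Material: Clostridium kluyveri diaphorase, purified enzyme; Quantity: enzyme 0.07 U/mL final; Medium: HEPES pH 7.4 buffer with MgCl2 and Tween 20; Dosing: single compound dose of 20 µM, 1% DMSO final; Schedule: 16 min reaction at room temperature; Measured by: red resorufin fluorescence at 544/590 nm excitation/emission.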
TNAP act hiacc: activators of human TNAP at high phosphate acceptor concentration; purified TNAP, CDP-star luminescence, 1 M DEA, 30 min; active compounds read high; 0 = EDTA background, 1 = DMSO-only activity; activation factor at 20 µM; 200,000 tested, under 10 active;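 active means activation factor at least 2 at 20 µM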
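Test system – human TNAP · Doses – 20 µM single point · Incubation – 30 min, room temperature · Signal – luminescent substrate turnover signal · Read-out basis – activation factor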
TNAP inh hiacc: TNAP (human) inhibition, high acceptor; P05186; purified TNAP, CDP-star luminescence, 1 M DEA; inhibition, % at 20 µM; hit rate 0.03% among 200,000; AID 1135;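 active means over 50% inhibition of tissue-nonspecific alkaline phosphatase at 20 µM in the single-dose screen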;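 further: plate controls were DMSO wells for no effect and EDTA-quenched wells as full inhibition for full effect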
* marks the source's active call; other numbers are inactive results; nt = no result given.

smiles,bIAP act,Lmaj promast,Diaphorase inh,bIAP inhibitor,PMI act hi M6P,TNAP inh noacc,PMI act,Diaph act CS,TNAP act hiacc,TNAP inh hiacc
NC1=NC2(CCCCC2)n2c(nc3ccccc32)N1,2.2*,13,7,-117,0.9,-9,0.9,0.9,1.1,-6
O=C(Nc1cc2cc([N+](=O)[O-])ccc2oc1=O)c1cccs1,1,-4,3,-2,1,3,1,1,0.9,12
CCOC(=O)c1ccc2c(c1)nc(-c1ccc(F)cc1)c1nccn12,0.8,-5,7,17,1,-5,1,0.9,1,-2
CCN(CC)S(=O)(=O)c1ccc(N/N=C/c2ccc(O)cc2O)nc1,0.9,98*,43,13,1,7,0.9,0.6,0.9,11
COC(=O)CN1C(=O)N/C(=C/c2ccccc2OC)C1=O,1.1,-2,-9,-6,1.1,-6,1.1,1.1,1,1
CCOC(=O)c1cccc(NC(=O)C2CCCO2)c1 (configuration not stated),0.9,0,11,9,0.9,-8,0.9,0.9,1,0
O=C(CN1CCN(c2ncccn2)CC1)NCc1ccccc1,0.9,0,16,7,1,-14,1,0.8,1.1,-6
Cc1ccc(-c2nnc(NCc3nc4ccccc4[nH]3)c3ccccc23)cc1S(=O)(=O)N(C)C,0.9,-3,13,9,0.8,-51,0.8,0.9,1,1
Cc1cccc2sc(NC(=O)C3c4ccccc4Oc4ccccc43)nc12,0.9,81*,24,13,0.8,-7,0.8,0.8,1,-2
COCCSc1nc(N)c(NC(=O)c2ccc(OC)cc2)c(=O)[nH]1,1,-3,9,2,1,0,1,0.9,1,-4
COc1cc(-n2cnnn2)ccc1S(=O)(=O)N1CCOCC1,1,-3,-1,1,0.9,-4,0.9,1,1,-2
COc1ccc(CC(=O)Nc2cccc(-c3nnc(-c4ccco4)o3)c2)cc1,1,61*,12,2,0.9,-4,0.9,0.9,1,1
CC1=C(C)CC(C(=O)NNC(=O)c2ccccc2O)C(C(=O)O)C1 (configuration not stated),1.1,7,13,-12,1.2,24,1.2,0.9,1,-3
O=C(CN(C(=O)CSc1nnc(COc2ccccc2)o1)c1ccc(F)cc1)NC1CCCCC1,0.9,52*,20,6,0.9,-4,0.9,0.8,1.1,-8
Cc1c(C(=O)N(Cc2cccs2)C2CCS(=O)(=O)C2)oc2ccccc12 (configuration not stated),1,2,15,-1,1,-13,1,0.8,1.1,-8
COc1cc2cccc(OC)c(=O)c2c(OC)c1OC,1,-6,17,2,0.6,-15,0.9,0.8,1,-2
CCOC(=O)/C(C#N)=C/c1c(OCC)n(CC)c2ccccc12,1,26,30,0,0.6,-3,0.9,0.7,1,2
CC(=O)Cc1nsc(Nc2ccccc2)n1,0.9,-1,12,9,0.9,-1,1,0.9,1,-4
O=c1c(/C=N/Nc2ccccc2)c(Sc2nnnn2-c2ccccc2)nc2ccccn12,0.5,9,21,48,2*,25,1.4,0.8,0.9,14
CCOC(=O)CCC(=O)Nc1ccc([N+](=O)[O-])cc1C,1.3,3,7,-25,1,-14,1,0.9,1,-1
COCc1nnc(NS(=O)(=O)c2ccc(NC(C)=O)cc2)s1,1.1,-6,11,-6,1.1,-4,1,0.9,1,-3
COCCCN1C(=O)C(=O)/C(=C(/O)c2ccc(OC)cc2C)C1c1cccnc1 (configuration not stated),1.1,-2,8,-6,1,0,1.1,0.9,1,-2
c1ccc(CCn2nnnc2C(c2cccnc2)N2CCOCC2)cc1 (configuration not stated),1,29,4,1,1,-10,1.1,1,1,-1
CCc1ccc(NC(=O)C(=O)NCCN2CCN(S(C)(=O)=O)CC2)cc1,1.3,-6,-10,-27,1,-7,0.9,1.1,1,-2
O=[N+]([O-])c1cccc(N=NN(CCO)c2cccc([N+](=O)[O-])c2)c1,0.8,-5,12,19,0.9,0,0.9,0.9,1,2

Taken from the entries so far (9 entries):
smiles,bIAP act,Lmaj promast,Diaphorase inh,bIAP inhibitor,PMI act hi M6P,TNAP inh noacc,PMI act,Diaph act CS,TNAP act hiacc,TNAP inh hiacc
CCOC(=O)c1cccc(NC(=O)C2CCCO2)c1 (configuration not stated),0.9,0,11,9,0.9,-8,0.9,0.9,1,0
O=C(CN1CCN(c2ncccn2)CC1)NCc1ccccc1,0.9,0,16,7,1,-14,1,0.8,1.1,-6
Cc1ccc(-c2nnc(NCc3nc4ccccc4[nH]3)c3ccccc23)cc1S(=O)(=O)N(C)C,0.9,-3,13,9,0.8,-51,0.8,0.9,1,1
Cc1cccc2sc(NC(=O)C3c4ccccc4Oc4ccccc43)nc12,0.9,81*,24,13,0.8,-7,0.8,0.8,1,-2
COCCSc1nc(N)c(NC(=O)c2ccc(OC)cc2)c(=O)[nH]1,1,-3,9,2,1,0,1,0.9,1,-4
COc1cc(-n2cnnn2)ccc1S(=O)(=O)N1CCOCC1,1,-3,-1,1,0.9,-4,0.9,1,1,-2
COc1ccc(CC(=O)Nc2cccc(-c3nnc(-c4ccco4)o3)c2)cc1,1,61*,12,2,0.9,-4,0.9,0.9,1,1
CC1=C(C)CC(C(=O)NNC(=O)c2ccccc2O)C(C(=O)O)C1 (configuration not stated),1.1,7,13,-12,1.2,24,1.2,0.9,1,-3
O=C(CN(C(=O)CSc1nnc(COc2ccccc2)o1)c1ccc(F)cc1)NC1CCCCC1,0.9,52*,20,6,0.9,-4,0.9,0.8,1.1,-8

(listing goes on)
smiles,bIAP act,Lmaj promast,Diaphorase inh,bIAP inhibitor,PMI act hi M6P,TNAP inh noacc,PMI act,Diaph act CS,TNAP act hiacc,TNAP inh hiacc
COc1ccc(C)cc1N(CC(=O)O)S(=O)(=O)c1ccc(C)cc1,0.8,-2,13,15,1,-7,0.9,0.9,1,2
CSCCC(NC(=O)OC(C)(C)C)C(=O)NC(CC(C)C)C(N)=O (configuration not stated),1,-3,15,3,0.8,-13,0.9,0.9,1,0
CCOC(=O)c1cc(NC(=O)c2cccnc2)ccc1N1CCOCC1,1.1,-4,-2,-14,1.1,0,1,1,1,-4
Brc1ccc(-c2noc(C3CCCCC3)n2)cc1,0.8,-3,18,16,0.9,-11,0.9,0.8,1.1,-5
CCCOP(=O)(OCCC)C(Nc1ccc(C(C)C)cc1)c1ccc([N+](=O)[O-])cc1 (configuration not stated),1,35,9,-4,0.9,1,0.8,0.9,1,1
Cc1cc(C)cc(OCC(=O)NN2Cc3ccccc3C2=N)c1,1,3,-5,3,1.1,-14,1.1,1,1.1,-6
Cc1ccc(OCc2nnc(SCC(N)=O)n2N)cc1,1.1,-8,4,-13,0.6,-2,0.9,1,1,-1
CCC(=O)Nc1ccc(NC(=O)CSc2nnnn2C(C)C)cc1,0.9,-5,20,10,0.8,-14,0.9,0.8,1,-5
Cc1cc(CN(C)C(=O)c2cc(COc3ccc4ncccc4c3)on2)on1,1,1,10,2,0.9,-3,0.9,0.9,1,-3
Cc1ccc(SCC(=O)NC(=O)NCc2ccccc2)c(C)c1,1,-6,18,4,0.9,-10,0.9,0.8,1.1,-8
C=CCNC(=S)N/N=C/c1ccc(-c2cccc([N+](=O)[O-])c2)o1,1.1,-4,-3,-6,1,1,1,1,1,1
O=C(NCC1COc2ccccc2O1)c1ccc(NC(=O)c2ccco2)cc1 (configuration not stated),1,55*,11,4,0.9,-5,1,0.9,1,0
O=C(CN1C(=O)CSC1=O)N1CCCCC1,0.7,-3,19,34,0.9,-16,0.9,0.8,1,-4
COC(=O)Cc1ccc2oc(-c3cccnc3)nc2c1,1.1,-8,3,-6,1,-14,1,1,1.1,-7
CCc1cc2c3c(c1)C1(C(=O)N3C(C)(C)C=C2C)C(C#N)=C(N)Oc2[nH]c(=O)[nH]c(=O)c21 (configuration not stated),0.9,37,4,7,0.8,-1,1,1,1,0
COc1ccc(C(=O)Nc2ccc(C3(C#N)CCCC3)cc2)cc1,1.1,-6,20,-14,0.9,-19,0.9,0.8,1.1,-6
CCN(CC)c1ccc(NC(=O)CSc2nnc(N)s2)cc1C,1,1,5,5,0.9,14,1,0.9,1,-3
O=C1C2C3c4ccccc4C(c4ccccc43)[C@@H]2C(=O)N1c1cccnc1 (some centres not stated),0.7,0,11,26,0.9,-14,0.8,0.9,1,-3
COc1ccc(N2CC(C(=O)OC(C)C(=O)c3ccccc3)CC2=O)cc1 (configuration not stated),1,5,nt,-2,nt,-11,nt,nt,1,-4
Cc1ccccc1NC1=C(C(=O)c2ccccc2)N(C)S(=O)(=O)c2ccccc21,0.8,2,12,17,1,6,0.9,0.9,0.9,7
CCOC(=O)c1c(C)[n+]([O-])c2ccc3c(non3O)c12,0.8,-4,9,18,0.9,-4,1.1,0.9,0.9,6
COCCCn1c(SCC(=O)Nc2ccc(C)cc2)nc2ccccc2c1=O,0.9,4,nt,6,nt,-9,nt,nt,1,-4
CCOc1ccc(-n2cc(C(=O)N3CCN(C)CC3)c3cc(OC)c(OC)cc3c2=O)cc1,1.1,0,14,-8,0.8,-12,0.9,0.9,1,-5
COc1cc(NC(=O)c2cc3ccccc3o2)c(OC)cc1Cl,1,-4,8,2,1,-9,1.1,0.9,1.1,-9
CN(C)S(=O)(=O)c1ccc(NC(=O)CSc2nc3ccccc3n2-c2ccccc2)cc1,0.5,100*,7,46,0.9,-2,0.9,0.9,1.1,-8
Cc1ccc(C)c(NC(=O)CSc2nnc(Cc3cccn3C)n2-c2ccc(F)cc2)c1,0.9,-1,23,7,0.8,-5,0.8,0.8,1,0
COc1ccc(CN(Cc2cc3cc(C)ccc3[nH]c2=O)C(=O)N(C)C)cc1,1.1,4,18,-6,0.9,-2,0.9,0.8,1,-4
CN1CCN(C(=O)CSc2nc(-c3cccs3)cc(-c3cccs3)c2C#N)CC1,0.8,66*,27,21,0.8,-18,1,0.7,1.1,-8
O=C(NO)c1cc(OCC(F)(F)F)ccc1OCC(F)(F)F,0.9,-6,7,6,1,28,1,0.9,0.9,7
Cc1cc(C(=O)COC(=O)c2ccncc2)c(C)n1Cc1ccco1,1,-6,10,-4,1,0,1.1,0.9,1,-3
CNC(=S)NNC(=O)COc1cccc(C)c1C,0.9,-5,14,14,1,3,1,0.9,1,-4

High-throughput results: PubChem BioAssay, several laboratories
